MBD2 DNA inh – blocks human MBD2 binding to methylated DNA; TR-FRET, MBD2 binding to methylated oligonucleotide; inhibition, % at 4.4 µM; actives 0.31% (n = 370,000); in the data active = inhibition above about 13%
Target sequence (Q9UBB5 whole entry, looked up): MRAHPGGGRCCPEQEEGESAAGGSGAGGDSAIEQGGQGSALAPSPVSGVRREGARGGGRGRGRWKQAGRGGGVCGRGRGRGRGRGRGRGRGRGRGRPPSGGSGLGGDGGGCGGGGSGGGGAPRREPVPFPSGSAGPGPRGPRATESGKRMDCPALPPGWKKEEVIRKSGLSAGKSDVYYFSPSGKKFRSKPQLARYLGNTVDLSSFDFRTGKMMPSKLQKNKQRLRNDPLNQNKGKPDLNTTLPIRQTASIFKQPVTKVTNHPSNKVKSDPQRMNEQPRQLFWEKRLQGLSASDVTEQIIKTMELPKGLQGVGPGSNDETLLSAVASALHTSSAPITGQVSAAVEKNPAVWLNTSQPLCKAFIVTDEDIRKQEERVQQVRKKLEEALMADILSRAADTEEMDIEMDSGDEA
TCR CD3 inh – inhibitors of human TCR-CD3 interaction. TAMRA-labeled TCR probe fluorescence, biochemical. inhibition, % at 9.4 µM. actives 0.37% (n = 360,000). AID 651800; in the data active = inhibition above about 19%;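 also: recombinant mutant TCR 2C K166C tagged with TAMRA read by polarization; 0% = receptor in buffer alone and 100% = receptor with positive control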
HTRA1 inh – inhibitors of human serine peptidase HTRA1; Q92743; recombinant HTRA1, FP-rhodamine activity-based probe, fluorescence polarization; inhibition, % at 5.96 µM; actives 0.5% (n = 340,000); in the data active = inhibition above about 36%;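 also: 0% = enzyme with DMSO and 100% = wells lacking enzyme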
PRMT1 inh – inhibitors of human PRMT1 | recombinant PRMT1, activity-based probe fluorescence polarization | inhibition, % at 2.79 µM | actives 1.3% (n = 370,000) | AID 652257;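 active = inhibition above about 21% made by adding two undisclosed values, limit read from the data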
SIAE inh – inhibitors of human sialic acid acetylesterase SIAE; inhibition, % at 9.66 µM; Q9HAT2; actives 0.69% (n = 370,000); AID 1053197; SIAE FP-Rh probe binding, fluorescence polarization;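 active = inhibition above a cutoff: mean of compounds within the control limits plus 3 SD of those, cut at about 17% in these data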;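 also: 0% = plate median of compound wells and 100% = probe without SIAE protein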
rCAG RNA binder – binds r(CAG) RNA repeats; r(CAG) RNA repeat, TO-PRO-1 dye displacement fluorescence; inhibition, % at 3 µM; actives 1.3% (n = 370,000); AID 651821;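 active = inhibition above the plate cutoff, the mean of all test compounds on that plate plus 3 SD, cut at about 35% in these data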;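 also: 0% = DMSO alone and 100% = 100 µM mitoxantrone as full dye displacement; higher means more dye released from RNA so lower well fluorescence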
NPR2 activator – GC-B (human) receptor activation; actives 0.11% (n = 370,000); P20594; HEK293-GC-B cells, CNP EC30, cGMP TR-FRET; 0% at EC30 CNP, 100% saturating CNP; AID 1920062; activation, % at 10 µM;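 active = activation at 10 µM reaching about 35% in either raw or pattern-adjusted values, limit read from the data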
ABHD4 inh – inhibits mouse alpha/beta hydrolase domain 4; Q8VD66; purified mABHD4, FP-Rh probe fluorescence polarization; inhibition, % at 8.92 µM; actives 0.54% (n = 370,000); AID 720543;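 active = inhibition exceeding the mean over every tested compound plus 3 SD, cut at about 30% in these data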;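 also: 0% = plate median of compound wells and 100% = S159A mutant with DMSO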
Target sequence (Q8VD66 whole entry, looked up, the tested form may be a part): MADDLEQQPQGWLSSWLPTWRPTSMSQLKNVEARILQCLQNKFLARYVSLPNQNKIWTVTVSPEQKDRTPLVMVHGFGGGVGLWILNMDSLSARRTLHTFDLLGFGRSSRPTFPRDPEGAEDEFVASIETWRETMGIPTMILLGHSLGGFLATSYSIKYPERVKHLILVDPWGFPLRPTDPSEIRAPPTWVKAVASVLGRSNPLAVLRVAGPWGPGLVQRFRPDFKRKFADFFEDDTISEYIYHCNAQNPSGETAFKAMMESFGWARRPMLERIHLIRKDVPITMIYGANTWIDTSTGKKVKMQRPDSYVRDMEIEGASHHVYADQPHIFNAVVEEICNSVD
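Assay system: wild-type mouse ABHD4 protein; compound: single nominal dose of 8.92 µM, 0.89% DMSO final; schedule: 45 min + 60 min at 25 °C; measured by: FP readout, ex 525 nm / em 598 nm; evaluation: % inhibition of FP-Rh probe binding versus controls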
NPR1 activator – GC-A (human) enzyme activation. P16066. HEK293 GC-A cells, cGMP TR-FRET, EC30 ANP; 0% at EC30 ANP, 100% saturating ANP. activation, % at 10 µM. actives 0.14% (n = 370,000). AID 1671463; in the data active = activation above about 40%
UHRF1 binding – human UHRF1 methylated DNA binding inhibitors; Q96T88; UHRF1 binding to methylated oligo, TR-FRET; actives 0.75% (n = 370,000); inhibition, % at 4.4 µM; AID 687016; in the data active = inhibition above about 21%;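 also: UHRF1 SRA domain binding a hemimethylated CpG hairpin DNA probe; 0% = median of test compound wells and 100% = reference inhibitor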
Numbers without * were called inactive; · = not tested or not shown. Some of the compounds tested (hit frequency here may not be typical).

SMILES	MBD2 DNA inh	TCR CD3 inh	HTRA1 inh	PRMT1 inh	SIAE inh	rCAG RNA binder	NPR2 activator	ABHD4 inh	NPR1 activator	UHRF1 binding
COC(=O)c1cc(S(=O)(=O)N2CCOCC2)c(Cl)cc1N1CCOCC1	3	1	2	3	-4	-5	5	-2	0	3
O=C(CCC(=O)N(CC(=O)NC1CCCCC1)Cc1ccccc1)Nc1ccccn1	-2	-3	3	-7	0	-3	1	-4	3	-1
CCCCOc1ccc(S(=O)(=O)Nc2cc(OC)ccc2OC)cc1	1	1	-10	0	3	2	-1	-8	-8	1
O=C(O)c1ccc(Nc2ccc([N+](=O)[O-])c3nonc23)cc1	-17	-9	5	9	-11	-2	-5	-9	-6	-9
Cc1ccc(C)c(Cn2ncc3ccccc32)c1	5	-2	-2	-1	4	-6	1	7	-1	1
c1cc(Nc2ncnc3sccc23)cc(-c2nnc3n2CCCCC3)c1	1	-2	-9	-1	-6	0	3	6	2	3
COc1ccc(-c2noc(CSc3nc(N)cc(=O)[nH]3)n2)cc1	-3	1	-5	-4	0	2	-1	-9	-4	-3
COc1cc(O)c(C(CCN2CCCC2)c2ccc3c(c2)OCO3)c(OC)c1 (stereo unspecified)	-2	6	-7	-1	1	8	-10	-3	-12	-3
CCOC(=O)c1sc(NC(=O)CCN2C(=O)c3cccc([N+](=O)[O-])c3C2=O)c(C(=O)OCC)c1C	2	2	2	-2	3	2	-3	6	1	2
Cc1nn(Cc2ccccc2)c2c1C(c1ccc(Cl)cc1)C(C#N)=C(N)O2 (stereo unspecified)	-5	-5	8	3	2	6	1	34*	0	-4
COc1ccc(OCCCC(=O)Nc2cccc([N+](=O)[O-])c2)cc1	1	2	-2	1	-1	3	-2	8	0	-2
Cc1cccc(C(=O)Nc2sc3c(c2C(=O)O)CCCC3)c1	5	2	-19	0	0	41*	-1	17	-1	0
CCn1nnnc1-c1ccc(OC)c(S(=O)(=O)NCCc2ccccc2)c1	0	0	4	-2	1	1	0	-1	-2	-1
COC(=O)c1cc(C(=O)OCC(=O)NC(=O)c2ccccc2)cc([N+](=O)[O-])c1	4	-6	-1	-2	-1	1	-3	-1	-2	4
Cn1cnc([N+](=O)[O-])c1NC(C)(C)C	2	-2	0	4	-1	0	-4	2	-1	1
CC(=O)c1ccc(N2CCN(C(=O)c3n[nH]c4ccccc34)CC2)cc1	10	1	-6	8	-13	0	-4	-16	-12	4
O=C(O)CCCCCN1C(=O)C(=O)/C(=C(/O)c2ccccc2)C1c1ccccc1 (stereo unspecified)	-2	-6	3	0	0	6	-4	-7	0	-2
CCOc1ncccc1C(=O)OCC(=O)Nc1cc(S(=O)(=O)N(CC)CC)ccc1C	-1	-5	4	1	-4	-7	0	3	4	2
CCCn1c(SCC(=O)N(C)C2CCS(=O)(=O)C2)nc2sc3c(c2c1=O)CCC3 (stereo unspecified)	1	2	3	1	6	2	0	-3	-3	-2
CC(=O)N(CCCCl)C(C#N)c1ccccc1 (stereo unspecified)	-2	9	4	-1	4	-3	8	6	0	-1
CCn1c(CNc2ccc(F)cc2)nnc1SCC(=O)Nc1ccc(OC)cc1	-6	-7	-1	0	8	-5	-1	3	0	-1
Cc1nc2ccccc2c(=O)n1NC(=O)C1CC1C (stereo unspecified)	2	2	12	-1	-1	0	2	2	4	1
COc1ccc(S(=O)(=O)CCC(=O)N2CCN(c3ccc(F)cc3)CC2)cc1	4	3	7	0	0	-5	-4	1	-1	-2
O=C(NCc1ccc(F)cc1)C1CCCN(c2nc3ccsc3c(=O)s2)C1 (stereo unspecified)	0	-4	3	5	-2	-1	-9	3	-6	1
COc1ccc(NC(=O)NCc2ccncc2)cc1	0	3	4	0	2	4	5	2	-1	1
SMILES	MBD2 DNA inh	TCR CD3 inh	HTRA1 inh	PRMT1 inh	SIAE inh	rCAG RNA binder	NPR2 activator	ABHD4 inh	NPR1 activator	UHRF1 binding
OCCCNC(=S)Nc1ccc2nccnc2c1	-3	1	-1	3	2	1	1	5	2	-4
Cc1cc(C)n(-c2ccc(C)c(Cl)c2)n1	5	-1	0	0	4	0	1	-5	-2	2
Cc1cccc(S(=O)Cc2ccc(C(=O)NC3CCN(Cc4ccccc4)CC3)o2)c1 (stereo unspecified)	5	-2	0	4	-1	-6	-3	-3	2	1
Cc1cc(C(=O)N2CCCC(C(=O)c3ccc4ccccc4c3)C2)nn1C (stereo unspecified)	0	4	-5	-2	4	5	-2	-3	-2	0
O=C(NCc1cccc(F)c1)c1noc2c1CCCC2	-3	2	4	-3	-3	1	1	3	-4	1
COc1ccc(N2CCN(c3ccc(NC(=O)C4CCCCC4)cc3C#N)CC2)cc1	-10	6	2	-1	3	-3	3	1	2	0
Cc1cc(C(=O)OC(C)C(=O)NC2CCCCC2)c(C)o1 (stereo unspecified)	4	4	4	-2	0	1	2	1	2	-3
O=C(CCCc1c[nH]c2ccccc12)NCc1ccccc1C(F)(F)F	5	1	-17	5	-6	1	7	-13	-3	5
O=C1N[C@H]2CC=C[C@H]2N(Cc2cccs2)c2ccccc21	6	4	-1	4	8	1	-6	5	1	10
O=C(NCc1cccs1)c1csc2c1CCCCC2	-5	-4	-6	-1	5	-4	5	0	3	1
COc1ccc(/C=C2\SC(=S)N(c3cccnc3)C2=O)cc1	4	4	2	-3	14	-2	-2	2	-5	-1
COc1ccc(C)cc1C(=O)C1CC(C(=O)O)C(C)(C)C1C (stereo unspecified)	3	1	6	0	-3	2	2	-6	1	1
Cc1c(C(=O)Nc2ccc(F)cc2)oc2ccc(S(=O)(=O)N3CCCC3)cc12	2	13	-6	-2	6	5	-4	-1	-2	-2
COC(=O)[C@@]1(Sc2ccc(C)cc2)CC(=O)N[C@@H]1c1ccccc1	-3	5	·	0	4	3	1	1	0	1
CCOC(=O)C1=C(COC(=O)CCc2ccccc2)NC(=O)NC1C (stereo unspecified)	1	-3	-3	5	3	-1	2	-7	2	4
COc1ccc(CNc2oc(Cc3cccc4ccccc34)nc2C#N)cc1	-4	4	-42	-4	-22	2	2	-29	-1	-3
CSc1ccc(CN(C)C(=O)CNC(=O)c2ccc3c(c2)OCO3)cc1	-6	0	1	-3	2	-2	-4	2	0	-1
NC(=O)c1ccc(NC(=O)CSc2nnc(-c3cccnc3)n2Cc2ccco2)cc1	-5	-2	0	7	7	1	2	2	2	-1
CN(C(=O)c1ccc(NC(=O)Cc2cccc(NC(=O)C3CCN(C(=O)C4CC4)CC3)c2)cc1)C1CCCC1	5	-5	-9	0	0	6	1	-6	-4	3
CCN(CC)S(=O)(=O)c1ccc(N2CCOCC2)c(NC(=O)COc2ccc(Cl)cc2)c1	8	-6	-2	7	-4	3	13	-5	11	6
COCCCN(C(=O)CSCC(=O)Nc1ccc(C)cc1)c1c(N)n(Cc2ccccc2)c(=O)[nH]c1=O	0	-8	1	4	2	7	0	1	1	1
CC(C)CCC(=O)N1CCC(N2CCC(C(=O)NCc3ccccn3)CC2)CC1	-5	8	1	0	-2	-1	5	2	-7	0
COC(=O)/C(C#N)=C1/C=Cc2ccccc2N1	-10	0	4	0	13	2	-5	-5	-3	-18
Cc1ccc(C)c(S(=O)(=O)NCCC(=O)N2CCCC(C(N)=O)C2)c1 (stereo unspecified)	-11	3	2	2	3	3	9	1	0	-1
CC1CN(C(=O)CCC(=O)NC2CCCCC2)c2ccccc2S1 (stereo unspecified)	0	-1	7	-5	10	1	3	0	2	0
SMILES	MBD2 DNA inh	TCR CD3 inh	HTRA1 inh	PRMT1 inh	SIAE inh	rCAG RNA binder	NPR2 activator	ABHD4 inh	NPR1 activator	UHRF1 binding
Nc1cccc2c1C(=O)c1ccc(Cl)cc1C2=O	-1	-27	30	4	-3	13	-7	2	9	-2
Cc1ccc(S(=O)(=O)n2ccnc2)cc1C	2	-3	1	5	5	0	3	2	2	3
O=C(OCCN1CCOCC1)c1ccc2c(c1)OCCO2	2	0	-3	0	-9	1	0	0	2	1
CC(=O)c1ccc(N(CC(=O)NC2CCCCC2)C(=O)CNC(=O)c2ccco2)cc1	5	4	-1	-3	-2	-1	-6	-5	3	0
O=C(C1=C(O)C(=O)N(Cc2ccco2)C1c1cccc([N+](=O)[O-])c1)c1ccco1 (stereo unspecified)	-3	5	-1	3	-3	6	-8	9	2	-5
CCOc1cccc(-c2nn3c(-c4ccccn4)nnc3s2)c1	3	-2	2	-2	-3	-2	-9	0	5	-2
Cc1cccc(OC(C)C(=O)NCc2ccc(S(N)(=O)=O)cc2)c1 (stereo unspecified)	1	2	-2	1	-5	7	3	-2	2	-4
Cc1ccc(NC(=O)CSc2ccc(C(N)=O)cc2[N+](=O)[O-])cc1C	2	-1	-2	-4	2	11	-5	0	4	-3
COC(=O)c1sccc1S(=O)(=O)NCc1ccc(S(N)(=O)=O)cc1	6	7	3	4	4	3	5	-3	2	10
CCCCOc1cccc(C(=O)Nc2ccccc2N2CCCC2)c1	-4	3	-9	1	6	-5	3	-2	-5	-2
C(=C\c1ccccc1)/CSc1nnc(Cc2cccs2)n1-c1ccccc1	3	·	·	1	1	1	-10	1	-19	2
Cc1cc(C)c(NC(=O)CSc2nc3ccc(N4C(=O)c5ccccc5C4=O)cc3s2)c(C)c1	4	-5	2	3	-4	0	2	6	0	3
COC(=O)c1ccccc1NC(=O)CN(Cc1ccc(Cl)cc1)S(C)(=O)=O	1	0	-1	-2	3	-4	-14	-4	-21	-1
Cc1ccc(C)c(S(=O)(=O)N(C)c2ccc(OC(=O)C3CCN(C(=O)c4ccc(F)cc4)CC3)cc2)c1	5	-1	-31	0	-4	8	3	-5	3	-3
Cn1c(SCC(=O)NC2CCCCC2)nnc1-c1ccc(N)cc1	0	-12	8	0	-1	-1	5	-4	1	-1
COc1cc(C(=O)Oc2cccc(C=O)c2)cc(OC)c1OC	4	-2	-7	4	-1	-5	0	-3	-4	4
Cc1ccccc1-c1cc(C(=O)NCc2ccc(OC(F)(F)F)cc2)n(CC2CC(c3cccnc3)=NO2)n1 (stereo unspecified)	-3	9	-43	0	-28	2	7	-32	1	0
CC(C)Oc1cccc(C(=O)C2CCCN(C(=O)c3cc(C4CC4)[nH]n3)C2)c1 (stereo unspecified)	-7	9	-2	-4	0	-10	6	-2	4	-2
COc1ccc(C(C)=O)cc1COC(=O)c1ccc(S(=O)(=O)N2CCOCC2)cc1	3	-6	-2	0	3	-2	-2	9	-2	0
CC1(C)Cc2cccc(OCC(=O)Nc3cc(C(F)(F)F)ccc3N3CCOCC3)c2O1	-3	5	-8	0	7	2	-7	2	-1	-4

Just NPR1 activator, PRMT1 inh and rCAG RNA binder, for six of the compounds above:
SMILES,NPR1 activator,PRMT1 inh,rCAG RNA binder
Cc1ccc(C)c(Cn2ncc3ccccc32)c1,-1,-1,-6
c1cc(Nc2ncnc3sccc23)cc(-c2nnc3n2CCCCC3)c1,2,-1,0
COc1ccc(-c2noc(CSc3nc(N)cc(=O)[nH]3)n2)cc1,-4,-4,2
COc1cc(O)c(C(CCN2CCCC2)c2ccc3c(c2)OCO3)c(OC)c1 (stereo unspecified),-12,-1,8
CCOC(=O)c1sc(NC(=O)CCN2C(=O)c3cccc([N+](=O)[O-])c3C2=O)c(C(=O)OCC)c1C,1,-2,2
Cc1nn(Cc2ccccc2)c2c1C(c1ccc(Cl)cc1)C(C#N)=C(N)O2 (stereo unspecified),0,3,6

Whole records from above. Values in the order: MBD2 DNA inh	TCR CD3 inh	HTRA1 inh	PRMT1 inh	SIAE inh	rCAG RNA binder	NPR2 activator	ABHD4 inh	NPR1 activator	UHRF1 binding
Shown for `Cc1cccc(OC(C)C(=O)NCc2ccc(S(N)(=O)=O)cc2)c1` (stereo unspecified) → 1	2	-2	1	-5	7	3	-2	2	-4
Shown for `CCOc1cccc(-c2nn3c(-c4ccccn4)nnc3s2)c1` → 3	-2	2	-2	-3	-2	-9	0	5	-2

Source: PubChem
